Source: PubChem BioAssay
N370S GC: qHTS Assay for Inhibitors and Activators of N370S glucocerebrosidase as a Potential Chaperone Treatment of Gaucher Disease; Lysosomal acid glucosylceramidase (Homo sapiens), P04062; N370S GC spleen homogenate, 4MU-glucoside fluorescence; Potency, µM (top dose mostly 59.4 µM), for the others: at the top dose activity change, negative = inhibition, most hits filed as inhibitors; 330,000 compounds, 0.092% hits; AID 2101, 2009;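 also: 0% = full enzyme activity and -100% = no enzyme basal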
FEN1 inh: qHTS Assay for the Inhibitors of Human Flap endonuclease 1 (FEN1) | P39748 | Recombinant FEN1 flap cleavage, fluorescence, 15 min | Potency, µM (titrated, usually from 114 µM), without a hit: at the top dose activity change, negative = inhibition, hits mostly inhibitors | 390,000 compounds, 0.35% hits | AID 588795, 2011; also: nearly all actives have a fitted effect of over 65% in size
Target sequence (P39748 whole entry, looked up): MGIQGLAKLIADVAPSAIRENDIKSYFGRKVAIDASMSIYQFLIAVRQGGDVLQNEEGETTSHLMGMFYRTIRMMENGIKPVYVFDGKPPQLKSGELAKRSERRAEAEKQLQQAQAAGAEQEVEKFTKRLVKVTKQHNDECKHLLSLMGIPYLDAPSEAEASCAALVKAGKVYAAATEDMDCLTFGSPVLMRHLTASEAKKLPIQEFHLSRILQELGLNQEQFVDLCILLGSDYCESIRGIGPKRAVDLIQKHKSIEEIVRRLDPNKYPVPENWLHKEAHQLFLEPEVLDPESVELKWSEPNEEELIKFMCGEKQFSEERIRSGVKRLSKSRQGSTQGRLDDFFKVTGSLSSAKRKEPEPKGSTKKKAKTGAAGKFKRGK
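Enzyme 10 nM, 15 min RT preincubation with compound; start with substrate 50 nM final; reads at 0 and 15 min; qHTS titration, four-parameter Hill fit.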
KAT2A inh: qHTS Assay for Inhibitors of GCN5L2; Potency, µM (series often up to 58.9 µM), inactives show top-dose activity change, negative = inhibition, usual class: inhibitors; GCN5L2 HAT assay, ThioGlo1 CoA-SH fluorescence; 390,000 compounds, 0.21% hits
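Titration-based screen in which CoA formation is detected via maleimide probe ThioGlo1 (50uM) turning fluorescent on thiol reaction; substrates H3(1-25) 75uM and acetyl-CoA 70uM, GCN5L2 20nM, 20 min incubation at room temperature.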
The depositor's hits bear a star; u = inconclusive; x = not tested or not shown; & = joins results of further samples. Calls follow the shape of the dose curve; as a rule, active = well fitted curve in the direction sought with a large enough effect; inconclusive = small, poorly fitted or top-dose-only effect, or another doubt; inactive = no such curve, though single readings can be large; an effect the other way counts as inactive or inconclusive. Unless noted, % is scaled to controls: 0 for no effect and ±100 for the full control effect; potency is read from the fitted curve at half-maximal effect. The list is partial; the hit share may differ from the screen's.

SMILES	N370S GC	FEN1 inh	KAT2A inh
O=C(Cc1ccc(Cl)cc1)N/N=C/c1c(Cl)cccc1Cl	7%	11%	1%
COc1ccc2c(c1)CC(NC(=O)Nc1ccc(Br)c(C)c1)CO2 (stereo unspecified)	x	5%	-3%
Cc1ccc(-n2c(CSc3nc(C)cc(C)n3)nnc2SCC(=O)NCc2ccco2)cc1	4%	4%	0%
Cc1ccc(-n2ncc3c(Nc4ccc5c(c4)OCCO5)ncnc32)cc1Cl	x	-4%	4%
Cc1c(CCC(=O)N[C@@H](CC(C)C)C(=O)O)c(=O)oc2c(C)c3oc4c(c3cc12)CCCC4	1%	9%	-15%
COc1cc(C(=O)O)ccc1O	1%	-2%	0%
NS(=O)(=O)c1ccc(NC(=O)Nc2ccc(C(F)(F)F)cc2)cc1	1%	-4%	-3%
COc1ccc(CNC(=O)CN2C(=O)CSc3ccc(S(=O)(=O)N4CCOCC4)cc32)cc1	-5%	-3%	-2%
CC(C)CNS(=O)(=O)c1ccc(CCC(=O)O)cc1	1%	-5%	-2%
Cc1ccccc1C(=O)NC1(C(F)(F)F)N=C(c2ccccc2)N(C2CCCCC2)C1=O (stereo unspecified)	x	10%	-6%
O=C(CSc1nnc(CNC(=O)c2ccccc2)o1)NCC1CCCO1 (stereo unspecified)	-2%	12%	-13%
CCc1ccc2c(c1)NC(c1cccnc1)=NC(c1ccc(C(C)(C)C)cc1)=N2	x	-23%	1%
Cc1c(C(=O)N2CCC2)oc2ccc(Br)cc12	-1%	-1%	1%
CC1CCCCC1NC(=O)C1CCCN1S(=O)(=O)c1cccc2nsnc12 (stereo unspecified)	2%	20%	u
O=C(O)C(Cc1ccc(O)cc1)N1C(=O)C2CCCCC2C1=O (stereo unspecified)	24%	-6%	-2%
Cn1c2ccccc2c(=O)c2ccc(C#CC3(O)CCCCC3)cc21	u	u	-6%
COCCNC(=O)c1ccc2snnc2c1	-13%	-2%	-5%
Cc1oc2ccccc2c1CNC(=O)N(C)C	0%	1%	-7%
CCN(CC)CCCNC(=O)c1ccc2c(=O)n(CCc3ccccc3)c(=O)[nH]c2c1	x	1%	-6%
COc1ccc(NC(C)=O)cc1S(=O)(=O)N(C)Cc1c(C)nn(-c2ccccc2)c1C	x	-15%	-6%
CCCOP(=O)(c1ccc(N(C)C)cc1)C(Nc1ccccc1)c1ccc(N(C)C)cc1 (stereo unspecified)	3%	0%	23%
O=S(=O)(Nc1nc(-c2ccccc2)cs1)c1cccc(C(F)(F)F)c1	-4%	-19%	-16%
COCc1ccc(C(=O)Nc2cccc(S(=O)(=O)N(C)c3ccccc3)c2)cc1	x	3%	-10%
O=C(O)CCSc1nc2ccccc2n1Cc1ccccc1	-3%	5%	-5%
O=C1CC(c2ccc(F)cc2)c2c(c3ccccc3[nH]c2=O)O1 (stereo unspecified)	x	-17%	0%
COc1ccc(N2CCN(Cc3nc4scc(-c5cccs5)c4c(=O)[nH]3)CC2)cc1	-27%	7%	-5%
O=C(O)C/C(=C\c1cccc(NC(=O)c2ccccc2Cl)c1)c1nc2ccccc2s1	-6%	11%	-13%
Cc1ccccc1-c1nc(CS(=O)CC(=O)NC2CCCCC2)c(C)o1 (stereo unspecified)	-16%	17%	0%
CCCCC[C@H]1CN(C2CCCCC2)C(=O)[C@@H]1CC(=O)NCc1ccccc1	17%	-5%&6%	-5%
NC(=O)c1cc(-c2ccccc2)nc(N2CCCCCC2)n1	21%	5%	-5%
Cc1cccc(NC(=O)c2cccc(N3C(=O)C4C5C=CC(C6CC56)C4C3=O)c2)c1 (stereo unspecified)	-3%	1%	-30%
COCCCNC(=O)c1ccc(-n2c(-c3ccccc3)cc3c2CCC(C)C3)cc1 (stereo unspecified)	x	-5%	0%
Cc1nc(SCC(=O)Nc2ccccc2C(F)(F)F)c(C#N)c(C)c1CC(=O)c1ccc(Br)cc1	8%	x	4%
CC(C)(C)c1ccc(C(=O)N/N=C/c2cccc(Cl)c2)cc1	8%	-16%	0%
N/C(=N\c1nc2ccccc2o1)NC(=O)c1ccc(F)cc1	3%	13%	-4%
COC(=O)c1ccccc1NC(=O)CCCn1nc(C)c2c(C)n(-c3ccccc3)nc2c1=O	1%	15%&-2%	-3%&-5%
CCN(c1cccc(C)c1)S(=O)(=O)c1cc(CN2C(=O)c3cccnc3C2=O)ccc1OC	-12%	15%	3%
CCCc1sc(N)nc1-c1ccc(Cl)cc1	-12%	-13%	-4%
CCOc1ccc(NC(=O)N2CCN(S(C)(=O)=O)CC2)cc1	3%	17%	2%
CCOC(=O)C1(C(F)(F)F)N=C(c2ccccc2F)OC(N(C)C)=N1 (stereo unspecified)	-2%	-7%	-3%
O=S(=O)(c1ccc(C2CCCCC2)cc1)N1CCN(c2cc(Cl)ccc2Cl)CC1	x	-12%	1%
O=C(Nc1ccc(Oc2ccc(NC(=O)Nc3ccc([N+](=O)[O-])cc3)cc2)cc1)Nc1ccc([N+](=O)[O-])cc1	0%	16%	-6%
CC(=O)N(c1nnc(-c2ccc(C)cc2)s1)C1CCCC1	8%	-7%	-4%
COC(=O)C1=C(C)NC(=O)/C1=C\c1ccc2c(c1)OCO2	5%	13%	-7%
CCOC(=O)c1c(O)cc(OC)cc1CCc1ccccc1	x	-26%	-12%
Cn1nccc1C(=O)N1CCCC(N2CCN(c3cccc(C(F)(F)F)c3)CC2)C1 (stereo unspecified)	-2%	x	-17%
CCOc1ccc2[nH]c3nc(SCC(=O)NC4CCCC4)nnc3c2c1	-3%	-20%	-8%
COc1ccc(C2C(C(=O)Nc3ccccc3)=C(C)Nc3nc(CCCO)nn32)cc1 (stereo unspecified)	-19%	7%	0%
CCCCCn1nc(C)c(/C=N\NC(=O)c2cc(C)oc2C)c1C	4%	7%	-2%
CCCNc1nc2c(c(=O)[nH]c(=O)n2C)n1CCOc1ccccc1	1%	-1%	4%

More structures.
SMILES	N370S GC	FEN1 inh	KAT2A inh
Cc1cc2nc3s/c(=C/c4ccc(-c5ccccc5C(=O)O)o4)c(=O)n3c2cc1C	-14%	-15%	-5%
Fc1cccc(Cl)c1CNC(c1ccccc1)c1ccccc1	9%	-6%	-3%
C/C(=N\NC(=O)CSc1nc2ccccc2s1)c1ccco1	-2%	1%	-6%
COc1ccc2[nH]c(C(=O)NCCCN3CCCC3=O)c(C)c2c1	2%	-7%	-2%
CC(C)Cn1c(/C=N/Nc2nc3ccccc3[nH]2)nc2ccccc21	-19%	-13%	-9%
Cc1ccccc1-c1n[nH]c(=S)n1C	15%	10%	16%
COC(=O)Cc1c(C)nc2nc(NCc3ccc(Br)cc3)[nH]n2c1=O	x	-3%	-1%
CC1=CCC(/C=N\Nc2nnc3c(n2)[nH]c2ccccc23)CC1 (stereo unspecified)	10%	x	0%
O=C(COC(=O)/C=C/c1cccc(C(F)(F)F)c1)NC(c1ccccc1)c1ccccc1	-5%	2%	2%
c1ccc(-c2ccccc2OCCCN2CCOCC2)cc1	-4%	-13%	-2%
COc1ccc2c(c1)C(NS(=O)(=O)OCC(Cl)(Cl)Cl)CCC2 (stereo unspecified)	-7%	-21%	0%
COc1ccc(CNC(=O)C[C@H]2C[C@H](C(=O)N3CCOCC3)[C@@]3(C)c4[nH]c5cc(CCC(=O)N(C)C)ccc5c4CCN3C2=O)cc1OC	x	-9%	-6%
NC(CC(=O)OC1CCCCC1)C(=O)OC1CCCCC1 (stereo unspecified)	-8%	0%	0%
O=C(NNC(=O)c1ccccc1Br)c1cccs1	-6%	-9%	-4%
COc1c(C)cc(C(=O)C2CCCN(C(=O)c3cc(C)n(C)n3)C2)cc1C (stereo unspecified)	3%	-10%	-4%
C/C(N)=C(/C#N)C(=O)COC(=O)c1ccc(O)cc1	u	2%	-6%
Cc1ccccc1C(=O)OCCN1CCOCC1	3%	4%	0%
COc1ccc(Cc2nnc(NN)[nH]c2=O)cc1OC	-6%	7%	1%
O=C(NC1=NCCS1)c1ccc(Cl)c(S(=O)(=O)N2CCOCC2)c1	3%	-8%	-5%
O=S(=O)(NCC1CCCO1)c1ccc(S(=O)(=O)N2CCCC2)cc1 (stereo unspecified)	2%	-3%	11%

A portion from the list above, for reference:
SMILES	N370S GC	FEN1 inh	KAT2A inh
C/C(=N\NC(=O)CSc1nc2ccccc2s1)c1ccco1	-2%	1%	-6%
COc1ccc2[nH]c(C(=O)NCCCN3CCCC3=O)c(C)c2c1	2%	-7%	-2%
CC(C)Cn1c(/C=N/Nc2nc3ccccc3[nH]2)nc2ccccc21	-19%	-13%	-9%
Cc1ccccc1-c1n[nH]c(=S)n1C	15%	10%	16%
COC(=O)Cc1c(C)nc2nc(NCc3ccc(Br)cc3)[nH]n2c1=O	x	-3%	-1%
CC1=CCC(/C=N\Nc2nnc3c(n2)[nH]c2ccccc23)CC1 (stereo unspecified)	10%	x	0%
O=C(COC(=O)/C=C/c1cccc(C(F)(F)F)c1)NC(c1ccccc1)c1ccccc1	-5%	2%	2%
c1ccc(-c2ccccc2OCCCN2CCOCC2)cc1	-4%	-13%	-2%
COc1ccc2c(c1)C(NS(=O)(=O)OCC(Cl)(Cl)Cl)CCC2 (stereo unspecified)	-7%	-21%	0%
COc1ccc(CNC(=O)C[C@H]2C[C@H](C(=O)N3CCOCC3)[C@@]3(C)c4[nH]c5cc(CCC(=O)N(C)C)ccc5c4CCN3C2=O)cc1OC	x	-9%	-6%
NC(CC(=O)OC1CCCCC1)C(=O)OC1CCCCC1 (stereo unspecified)	-8%	0%	0%
O=C(NNC(=O)c1ccccc1Br)c1cccs1	-6%	-9%	-4%
COc1c(C)cc(C(=O)C2CCCN(C(=O)c3cc(C)n(C)n3)C2)cc1C (stereo unspecified)	3%	-10%	-4%
C/C(N)=C(/C#N)C(=O)COC(=O)c1ccc(O)cc1	u	2%	-6%
Cc1ccccc1C(=O)OCCN1CCOCC1	3%	4%	0%
COc1ccc(Cc2nnc(NN)[nH]c2=O)cc1OC	-6%	7%	1%
O=C(NC1=NCCS1)c1ccc(Cl)c(S(=O)(=O)N2CCOCC2)c1	3%	-8%	-5%
O=S(=O)(NCC1CCCO1)c1ccc(S(=O)(=O)N2CCCC2)cc1 (stereo unspecified)	2%	-3%	11%

New compounds follow
SMILES	N370S GC	FEN1 inh	KAT2A inh
O=S(=O)(Nc1ccc(S(=O)(=O)N2CCCCC2)cc1)c1ccc(Br)s1	10%	3%	-2%
O=C(c1ccc(CS(=O)(=O)c2ccc(Br)cc2)o1)N1CCN(c2ccccn2)CC1	-2%	11%	-3%
CN(Cc1ccccc1)C1=CC(=[N+]2CCCCC2)CC(C)(C)C1	8%	18%	-15%
COc1ccc(-c2csc(NC(=O)c3ccc(N4C(=O)CCC4=O)cc3)n2)cc1OC	-3%	1%	-1%
CCOc1ccc(NC(=O)Cn2cc(C(=O)c3ccc(C)c(C)c3)c(=O)c3cc(F)ccc32)cc1	x	7%	0%
COc1ccc(C)cc1NS(=O)(=O)c1ccc2[nH]c(=O)c(=O)[nH]c2c1	x	-16%	-12%
O=S(=O)(NC1CCCCC1)c1cccc(-c2nnc(-c3ccccc3)o2)c1	4%	-10%	-8%
COC(=O)CN1C(=O)C2(C(C#N)=C(N)Oc3n[nH]c(-c4cccs4)c32)c2ccccc21 (stereo unspecified)	3%	0%	x
CC1(NC(=S)Nc2ccccc2)CCS(=O)(=O)C1 (stereo unspecified)	-14%	1%	-7%
Cc1cccc(C2NC(=O)c3ccccc3O2)c1 (stereo unspecified)	-9%	0%	-1%
Cc1ccc(S(=O)(=O)Nc2ccccc2-c2nc3ccccc3[nH]c2=O)cc1	x	-7%	-1%
O[C@H]1c2ccccc2[C@H](Cc2cncs2)[C@@H]1Br	x	31%	-10%
c1ccc(OCCCn2nnc(-c3ccc(N4CCOCC4)cc3)n2)cc1	0%	-1%	-6%
COc1ccc(Nc2ccc(Cl)cc2)c(C(=O)O)c1	11%	14%	4%
Cc1c(NC(=O)c2cc3nc(-c4ccc(Cl)cc4)cc(C(F)(F)F)n3n2)c(=O)n(-c2ccccc2)n1C	-1%	-3%	-1%
Cc1c(Cl)cccc1-n1ncc(C(=O)N2CCC(C)CC2)c1C1CCN(C(=O)OC(C)(C)C)CC1	x	8%	-1%
O=S(=O)(c1ccc(Nc2ccc3c(c2)OCO3)nc1)N1CCOCC1	5%	2%	-1%
O=c1[nH]c2ccccc2c2ccccc12	8%&15%&7%	u	-12%&-6%
